POLI inh = DNA polymerase iota (human) inhibition | Q9UNA4 | Pol iota fluorescent replication assay, 10 min | Potency, µM (highest dose often 115 µM), for the others: at the highest dose activity, negative = inhibition, actives largely listed as inhibitors | 390,000 compounds, 1% hits; note: potency is the fitted concentration of half-maximal effect
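Pol iota at 10 nM preincubated 15 min with compounds at room temperature; reaction started with fluorescent substrate, 50 nM final. Fluorescence read kinetically at 0 and 10 min; buffer-only wells as negative control.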
Pol beta inh = DNA polymerase beta (human) inhibition. P06746. Pol beta primer extension/strand displacement, fluorescence kinetic. Potency, µM (highest dose often 114 µM), for the others: at the top dose activity change, negative = inhibition, most hits filed as inhibitors. 340,000 compounds, 1.3% hits; note: potency is the fitted concentration of half-maximal effect; % is set by controls: 0 for no effect and ±100 for the full control effect
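Values derive from four-parameter Hill fits of normalized kinetic data: reads at 0 and 10 min following addition of 50 nM substrate to 10 nM Pol beta preincubated 15 min with compound.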
ERG-DNA inh = ERG Ets/DNA interaction inhibition; fluorescence polarization, His-ERG Ets domain / labelled DNA; Potency, µM (series often up to 76.9 µM), inactives show top-dose FP activity, negative = inhibition, actives largely listed as inhibitors; 370,000 compounds, 0.028% hits; active = well fitted inhibition curve with a large enough effect in the polarisation, with a control signal flat; inconclusive = small, poorly fitted or top-dose-only effect, or effect the other way, or a change in a side signal; inactive = no such curve, though single readings can be large or run the other way; the % refers to the polarisation;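 note: polarization taken with two DNA probes labelled with fluorescein and Texas red; potency is the fitted concentration of half-maximal effect; % of control where 0% means no effect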
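His-tagged ERG Ets domain (1 uM in the protein solution; 300mM KCl, 50mM Tris-HCl, 1mM EDTA, 1mM DTT, pH 7.5) received compound, then a probe mix of 5 nM fluorescein-DNA and 100nM Texas-615-DNA. Fluorescence polarization was read for both dyes.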
BLM helicase inh = blocks DNA unwinding by human BLM helicase. recombinant BLM DNA unwinding, fluorescence dequenching. Potency, µM (highest dose often 56.1 µM), without a hit: top-dose activity change, negative = inhibition, most hits filed as inhibitors. 350,000 compounds, 0.2% hits. AID 2528;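 note: potency is the fitted concentration of half-maximal effect; plate controls were vehicle for no effect and no enzyme for full effect; nearly all actives have a fitted effect of over 35% in size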
12-LOX inh = inhibitors of human 12S-lipoxygenase ALOX12. purified 12hLO, xylenol orange hydroperoxide absorbance. AID 1671190. 580,000 compounds, 1.1% hits. P18054. Potency, µM (highest dose often 108 µM), without a hit: at the top dose activity change, negative = inhibition, actives largely listed as inhibitors; note: potency is the fitted concentration of half-maximal effect; % is set by controls: 0 for no effect and ±100 for the full control effect
Target sequence (P18054 whole entry, looked up): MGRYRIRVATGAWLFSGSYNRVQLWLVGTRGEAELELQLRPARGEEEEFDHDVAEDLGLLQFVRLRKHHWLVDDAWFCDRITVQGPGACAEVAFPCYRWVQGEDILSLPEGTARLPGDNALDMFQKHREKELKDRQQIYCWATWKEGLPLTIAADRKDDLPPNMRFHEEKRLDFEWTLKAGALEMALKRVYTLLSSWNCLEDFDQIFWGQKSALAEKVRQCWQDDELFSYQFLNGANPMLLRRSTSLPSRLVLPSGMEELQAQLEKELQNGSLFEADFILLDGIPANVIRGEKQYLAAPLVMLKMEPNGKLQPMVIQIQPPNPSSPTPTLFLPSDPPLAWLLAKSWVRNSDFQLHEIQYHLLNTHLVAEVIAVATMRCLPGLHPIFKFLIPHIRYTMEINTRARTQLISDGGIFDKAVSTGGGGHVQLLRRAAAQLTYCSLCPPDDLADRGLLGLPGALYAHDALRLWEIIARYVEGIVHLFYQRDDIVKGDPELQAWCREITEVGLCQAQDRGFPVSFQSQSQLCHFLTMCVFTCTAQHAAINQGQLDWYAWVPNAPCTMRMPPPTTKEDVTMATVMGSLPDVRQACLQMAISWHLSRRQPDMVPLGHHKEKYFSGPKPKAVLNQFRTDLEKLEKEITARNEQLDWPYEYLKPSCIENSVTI
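Purified human 12hLO at 150 nM in 25 mM Hepes, 0.01% Triton X-100, pH 7.0, preincubated 15 min at room temperature with compound. Reaction started with 40 uM arachidonic acid, 30 min at room temperature. Hydroperoxide measured by Fe-xylenol orange, 573/405 nm absorbance ratio.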
TRHR agonist = TRH receptor (human) agonism. TRHR cells, calcium flux fluo-8, FDSS agonist mode. activation, % at 2 µM. 360,000 compounds, 0.18% hits. AID 493084; in the data active = activation above about 30%; note: 0% is about no effect
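Read-out: compound-evoked intracellular calcium rise in TRHR cells, fluo-8 dye, kinetic FDSS fluorescence at 1 s/cycle following a 10-cycle baseline. Cells cultured overnight before dye loading (30 min–1.5 h, RT).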
Pol kappa inh = blocks human DNA polymerase kappa activity. Q9UBT6. purified Pol kappa, fluorescent DNA synthesis assay, 10 min. Potency, µM (series often up to 107 µM), inactives show at the top dose activity, negative = inhibition, hits mostly inhibitors. 400,000 compounds, 0.53% hits; note: potency is the fitted concentration of half-maximal effect; % is set by controls: 0 for no effect and ±100 for the full control effect
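Here, compound and 10 nM enzyme are combined for 15 min at room temperature; adding 50 nM substrate (final) starts DNA synthesis, tracked by fluorescence at 0 and 10 min against buffer-only wells.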
APEX1 inh = blocks human APE1 abasic DNA cleavage; P27695; recombinant APE1, TAMRA/BHQ-2 abasic DNA cleavage fluorescence; Potency, µM (highest dose often 65.8 µM), without a hit: at the top dose activity change, negative = inhibition, most hits filed as inhibitors; 350,000 compounds, 0.35% hits; AID 2517;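 note: potency is the fitted concentration of half-maximal effect; plate controls were vehicle for no effect and reference inhibitor for full effect; nearly all actives have a fitted effect of over 55% in size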
Target sequence (P27695 whole entry, looked up): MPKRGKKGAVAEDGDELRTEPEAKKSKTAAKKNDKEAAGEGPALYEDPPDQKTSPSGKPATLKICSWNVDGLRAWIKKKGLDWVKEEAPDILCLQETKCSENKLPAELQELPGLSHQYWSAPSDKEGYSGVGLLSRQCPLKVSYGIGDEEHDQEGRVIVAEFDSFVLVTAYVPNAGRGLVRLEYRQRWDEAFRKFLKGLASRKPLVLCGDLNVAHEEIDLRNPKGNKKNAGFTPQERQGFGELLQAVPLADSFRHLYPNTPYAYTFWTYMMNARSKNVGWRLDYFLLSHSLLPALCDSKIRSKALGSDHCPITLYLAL
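Incision of a quenched TAMRA/BHQ-2 THF abasic-site duplex (50 nM) by 0.75 nM APE1, after 15 min compound preincubation, measured as fluorescence increase over three 60 s reads. Values normalized to buffer, DMSO and NSC13755 control wells.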
Anesthetic bind = candidate novel general anesthetic via apoferritin binding; apoferritin/1-aminoanthracene competitive binding, fluorescence; Potency, µM (titrated, usually from 77.5 µM), inactives show at the highest dose activity change, negative = displacement, most hits filed as inhibitors; 350,000 compounds, 0.074% hits; note: potency is the fitted concentration of half-maximal effect; % is set by controls: 0 for no effect and ±100 for the full control effect; nearly all actives have a fitted effect of over 20% in size
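Horse-spleen apoferritin (10 uM) in 50% saturated 1-aminoanthracene in PBS was incubated 10 min at room temperature with compound. Fluorescence (ex 380, em 535 nm) was normalized to free and bound 1-AMA, with concentration-response fitted by a four-parameter Hill equation.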
* marks the source's active call; other numbers are inactive results; ? = inconclusive; nt = no result given; & = joins results of further samples; [ ] = remark or other dose. Unless noted, calls come from the whole dose curve; as a rule, active = well fitted curve in the direction sought with a large enough effect; inconclusive = small, poorly fitted or top-dose-only effect, or another doubt; inactive = no such curve, though single readings can be large; an effect the other way counts as inactive or inconclusive. This is a subset. The share of hits here may be higher or lower than overall.

The line under a structure holds: POLI inh	Pol beta inh	ERG-DNA inh	BLM helicase inh	12-LOX inh	TRHR agonist	Pol kappa inh	APEX1 inh	Anesthetic bind
- O=S(=O)(c1ccc2ccccc2c1)N1CCOCC1
→ 18%&7%	0%	-1%	0%	-2%	0.4	1%&6%	30%	-14%
- Cc1cc(-c2csc(NC(=O)C3=COCCO3)n2)c(C)n1C
→ ?	nt	-5%	nt	6%	0.2	?	15%	nt
- Cc1cccc(NC(=O)CCCN=C2NS(=O)(=O)c3ccccc32)c1C
→ 15%	nt	15%	nt	7%	1.3	-11%	12%	nt
- COc1ccc(NC(=O)c2nnn(CC(=O)Nc3ccc4c(c3)OCO4)c2N)c(OC)c1
→ ?	-17%	4%	-7%	-2%	-0.9	-17%	2%	-10%
- C(COC1CC2CC1C1C2CC2OC21)OC1CC2CC1C1C2CC2OC21 (configuration not stated)
→ -10%	nt	1%	nt	-5%	nt	-11%	nt	nt
- O=C(NNC(=O)[C@@H]1CCCC[C@@H]1C(=O)O)Nc1ccccc1
→ 52%[activator]	48%	-2%	-1%	-19%	0.2	-9%	1%	-6%
- CC(C)CNC(=O)CCSc1nc(-c2ccc3c(c2)OCO3)cc(C(F)(F)F)n1
→ 10%	3%	3%	0%	-4%	1.9	-12%	nt	-6%
- CN(C(=O)CSc1nnc(-c2ccc(F)cc2)c2ccccc12)C1CCS(=O)(=O)C1 (configuration not stated)
→ ?	5%	15%	-5%	-1%	-1.5	-15%	9%	-12%
- Cc1ccc(NCCCn2ccc(NC(=O)OCc3ccccc3)nc2=O)cc1C
→ 21%	nt	10%	nt	16%	nt	-6%	nt	nt
- COc1cccc(S(=O)(=O)c2nc(C)c3c(n2)CCC3)c1
→ ?	33%	-9%	-8%	-2%	-0.1	-7%	-18%	-9%
- CSc1nc(Sc2cccc(Cl)c2)c2ccccc2n1
→ -7%	43%	0%	-1%	15%	0.0	-18%	13%	-14%
- Cc1cc(NC(=O)CCCn2cc([N+](=O)[O-])cn2)n(Cc2ccc(F)cc2)n1
→ 79µM*	25%	-4%	-14%	-4%	0.0	?	1%	-21%
- COc1ccc(Cl)cc1Nc1ccc2cc(S(=O)(=O)N3CCCCC3)ccc2n1
→ 54%[activator]	1%	0%	-8%	50µM*	0.2	-15%	nt	21%
- Cc1c(C(=O)Oc2cccc3cccnc23)oc2ccccc12
→ 111%[activator]	12%	-3%	-7%	0%	-0.7	-4%	-1%	?
- Cc1nc2c(-c3ccccc3)c(C)nn2c(C)c1CCC(=O)NCc1ccc(Cl)cc1
→ 25%	3%	1%	-1%	-19%	-0.3	-6%	nt	-4%
- CN(c1ccc(OCC(=O)NC2CCC(O)CC2)cc1)S(=O)(=O)c1ccc(Cl)cc1 (configuration not stated)
→ ?	nt	4%	nt	1%	nt	-2%	14%	nt
- CC1(C)Cc2ccccc2C(N/N=C/c2ccc(Cl)cc2)=N1
→ 11%	-1%	2%	1%	5%	0.2	-6%	-4%	-13%
- CCCNC(=O)C1CCN(c2nc3ccc(C)cc3[nH]2)CC1
→ 11%	-1%	4%	1%	-4%	0.2	-10%[60.1 µM]	nt	31%[activator]
- Cc1ccc(Cl)c(NC(=O)CN2CCNC(=O)C2)c1Cl
→ 155%[activator]	1%	-3%	0%	-14%	0.6	3%	-2%	0%
- CCCCNC(=S)Nc1ccc(Cl)cc1
→ 11%	15%	-11%	1%	?	0.2	-1%	-5%	2%
- O=C(Cn1ccc(NC(=O)OCc2ccccc2)nc1=O)NCCc1c[nH]c2ccccc12
→ -9%	nt	-15%	nt	-6%	0.0	-4%	-5%	nt
- CN(C)Cc1ccc(CNC(=O)c2ccc(Cl)c(S(=O)(=O)NC3CC3)c2)cc1
→ 21%	nt	nt	nt	169%[activator]	0.3	-10%	-6%	nt
- Cc1ccc(N(C)C(=O)N2CCN(S(=O)(=O)c3ccc(C)c(C)c3)CC2)cc1
→ -8%	9%	2%	-3%	-2%	-0.9	-7%	2%	-23%
- CCOC(=O)c1sc(N(Cc2ccccc2)C(=O)CCl)nc1C
→ ?	0%	-4%	-11%	?	0.2	0%	57%	-12%
- COc1cc(CCNC(=O)c2ccc3c(c2)c(C)c(C)n3Cc2cccc(C)c2)cc(OC)c1OC
→ -7%	18%	0%	-11%	-66%	0.7	16%	nt	32%[activator]
- COc1cc(OC)c(/C=N/N2CCN(c3ccccc3OC)CC2)c(OC)c1
→ -10%	32%	19%	-7%	0%	0.0	4%	25%	-9%
- CC(Sc1cccc[n+]1[O-])c1ccccc1 (configuration not stated)
→ 125%[activator]	-3%	3%	-1%	-4%	0.7	-2%	-1%	-5%
- CCOC(=O)N1CCN(CC(O)COc2ccc(C)cc2C(C)(C)C)CC1 (configuration not stated)
→ 7%	-7%	-4%	-8%	-15%	22	-7%	4%	-13%
- O=C(Nc1ccccc1OC(=O)c1ccc(Cl)cc1)c1ccc(Cl)cc1
→ -7%	13%	-9%	1%	-7%	0.9	-7%	-4%	-5%
- CCc1cc2c(=O)nc3n(c2s1)Cc1ccccc1/C3=C(/O)c1ccc(F)cc1
→ nt	17%	nt	-14%	0%	1.2	nt	15%	nt

The last 6 entries of the part before lead into the next:
The line under a structure holds: POLI inh	Pol beta inh	ERG-DNA inh	BLM helicase inh	12-LOX inh	TRHR agonist	Pol kappa inh	APEX1 inh	Anesthetic bind
- COc1cc(CCNC(=O)c2ccc3c(c2)c(C)c(C)n3Cc2cccc(C)c2)cc(OC)c1OC
→ -7%	18%	0%	-11%	-66%	0.7	16%	nt	32%[activator]
- COc1cc(OC)c(/C=N/N2CCN(c3ccccc3OC)CC2)c(OC)c1
→ -10%	32%	19%	-7%	0%	0.0	4%	25%	-9%
- CC(Sc1cccc[n+]1[O-])c1ccccc1 (configuration not stated)
→ 125%[activator]	-3%	3%	-1%	-4%	0.7	-2%	-1%	-5%
- CCOC(=O)N1CCN(CC(O)COc2ccc(C)cc2C(C)(C)C)CC1 (configuration not stated)
→ 7%	-7%	-4%	-8%	-15%	22	-7%	4%	-13%
- O=C(Nc1ccccc1OC(=O)c1ccc(Cl)cc1)c1ccc(Cl)cc1
→ -7%	13%	-9%	1%	-7%	0.9	-7%	-4%	-5%
- CCc1cc2c(=O)nc3n(c2s1)Cc1ccccc1/C3=C(/O)c1ccc(F)cc1
→ nt	17%	nt	-14%	0%	1.2	nt	15%	nt
- O=C(COc1cccnc1[N+](=O)[O-])NCc1ccccc1
→ -18%	4%	-6%	-2%	?	-0.6	-1%	9%	6%
- CCNS(=O)(=O)c1ccc2c(c1)NCC2
→ 10%	42%	-1%	3%	-7%	0.2	-3%	20%	-12%
- C=CCNCc1ccccc1[N+](=O)[O-]
→ 24%	nt	-5%	nt	1%	0.1	2%	23%	nt
- CC(C)COc1ccc(C(=O)N/C(=C\c2cccc([N+](=O)[O-])c2)C(=O)OC(C)C)cc1
→ 7%	10%	5%	-6%	0%	0.9	-11%	-4%	-23%
- O=C(Nc1ccccc1[N+](=O)[O-])c1cc(S(=O)(=O)N2CCOCC2)cs1
→ 5%	23%	10%	-3%	0%	-0.6	-8%	6%	-8%
- CCc1c(C)sc(NC(=O)C2CCCO2)c1C#N (configuration not stated)
→ ?	84%	3%	-5%	?	-0.1	-5%	1%	-13%
- COc1ccc(NC(=O)C(=O)NCC(c2cccnc2)N2CCc3ccccc3C2)cc1 (configuration not stated)
→ 6%	-3%	5%	3%	-13%	0.9	-5%	nt	?
- N#Cc1ccc(C(=O)Nc2cc(S(=O)(=O)N3CCCC3)ccc2OCC(F)(F)F)cc1
→ 11%	-22%	-2%	-1%	-3%	-0.6	-6%	1%	-1%
- O=C(COc1ccccc1)NCC(=O)NC1=NCCS1
→ -11%	14%	-5%	-3%	?	1.9	-6%	3%	-14%
- COc1ccc(CCNC(=O)c2c(O)c3cccc4c3n(c2=O)CC4)cc1
→ 10%	?	0%	0%	-1%	0.4	-8%	-1%	0%
- Cc1cccc(NC(=S)NNC(=O)c2cc3c(s2)CCC(C)C3)c1C (configuration not stated)
→ -5%	-3%	-5%	-15%	?	0.5	-2%[60.1 µM]	?	-13%
- CC(=O)c1cnc2nc(SCc3ccccc3)nn2c1C
→ 38%[activator]	0%	3%	-1%	0%	0.5	-1%	23%	-20%
- N/C(Cn1cncn1)=N\OC(=O)c1ccc(Cl)cc1
→ 2%	1%	-1%	1%	-1%	-0.2	0%	0%	-2%
- O=C(COc1ccc(Br)cc1Cl)NC1CCCCC1
→ 27%	-3%	-4%	3%	-1%	0.4	-9%	-1%	0%
- CN(C)C(=S)Nc1nc2ccccc2s1
→ -19%	32%[activator]	5%	-4%	?	0.4	4%	-2%	-10%
- O=C(CSc1nc2ccc(Cl)cc2[nH]1)c1c[nH]c2ccccc12
→ 21%	-1%	2%	-3%	-23%	0.6	3%	-3%	-16%
- CCC1(CC)NC(=O)N(CC(=O)NC(=O)NCc2ccccc2)C1=O
→ 0%	97%	-2%	-4%	?	0.3	-13%	0%	-15%
- O=C(NCc1ccc2c(c1)OCO2)C1CCCN(S(=O)(=O)c2cccc3nonc23)C1 (configuration not stated)
→ -7%	0%	1%	-6%	-6%	-0.4	-4%	-2%	-15%

Limited to Pol beta inh, APEX1 inh and BLM helicase inh, for some of the entries so far:
mol	Pol beta inh	APEX1 inh	BLM helicase inh
O=C(Nc1ccccc1[N+](=O)[O-])c1cc(S(=O)(=O)N2CCOCC2)cs1	23%	6%	-3%
CCc1c(C)sc(NC(=O)C2CCCO2)c1C#N (configuration not stated)	84%	1%	-5%

Screens as filed in PubChem BioAssay.
